Compound activity: PubChem, National Center for Advancing Translational Sciences (NCATS)
HEK cytotox: cytotoxic compounds in HEK 293 cells | HEK 293 viability, ATP luminescence (CellTiter-Glo), 48-72 h | actives 6.6% (n = 94,000) | Potency, µM (series often up to 115 µM), without a hit: at the highest dose activity change, negative = cytotoxicity, hits mostly inhibitors; also: potency is read from the fitted curve at half-maximal effect; nearly all actives have a fitted effect of over 60% in size
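Luminescence from cellular ATP, measured with CellTiter-Glo, indicates HEK 293 viability. Cells plated at 250 cells/well are treated with compound for 48 or 72 hr at 37 degree Celsius before reagent addition.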
GPT2 inhibitor: GPT2 alanine aminotransferase inhibition. Q8TD30. Recombinant GPT2, coupled pyruvate oxidase/HRP Amplex Red fluorescence. Potency, µM (series often up to 57.7 µM), inactives show at the highest dose activity change, negative = inhibition, usual class: inhibitors. actives 0.25% (n = 100,000). AID 1671188; also: potency is read from the fitted curve at half-maximal effect; nearly all actives have a fitted effect of over 60% in size; many of its hits are not listed in these tables
Target sequence (Q8TD30 whole entry, looked up): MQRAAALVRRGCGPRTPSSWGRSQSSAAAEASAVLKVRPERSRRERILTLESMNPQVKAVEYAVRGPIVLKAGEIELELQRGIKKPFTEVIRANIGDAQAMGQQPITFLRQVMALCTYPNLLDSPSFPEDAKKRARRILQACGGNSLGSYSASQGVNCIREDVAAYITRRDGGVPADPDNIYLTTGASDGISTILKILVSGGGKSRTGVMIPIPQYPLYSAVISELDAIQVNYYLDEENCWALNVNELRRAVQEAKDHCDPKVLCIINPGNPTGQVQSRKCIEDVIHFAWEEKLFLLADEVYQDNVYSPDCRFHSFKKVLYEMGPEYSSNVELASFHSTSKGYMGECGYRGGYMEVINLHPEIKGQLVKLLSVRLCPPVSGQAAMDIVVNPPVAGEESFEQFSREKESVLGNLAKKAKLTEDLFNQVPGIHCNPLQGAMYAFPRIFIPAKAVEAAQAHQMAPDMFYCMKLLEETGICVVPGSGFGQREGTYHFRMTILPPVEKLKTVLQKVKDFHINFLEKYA
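GPT2 10ng/uL, a-KG 250uM, L-Ala 2mM, HEPES pH7.5 + 0.0001% Tween; 30 min RT. Then Amplex mix (PO/HRP/ThPP), 30 min RT dark, fluorescence. AOA 50uM used as positive control.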
SNCA expr inh: inhibitors of alpha-synuclein (SNCA) gene expression. HEK-293 SNCA-luciferase knock-in, luminescence, 24 h. Potency, µM (doses to about 57.2 µM), without a hit: top-dose activity change, negative = inhibition, usual class: inhibitors. actives 0.17% (n = 140,000). AID 1671194;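 also: potency is read from the fitted curve at half-maximal effect; plate controls were DMSO cells for no effect and cell-free wells for full effect; nearly all actives have a fitted effect of over 45% in size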
Luciferase inh: inhibitors of firefly (Photinus pyralis) luciferase; P08659; purified P. pyralis luciferase, luminescence, biochemical; Potency, µM (series often up to 115 µM), for the others: at the highest dose activity change, negative = inhibition, hits mostly inhibitors; actives 2.5% (n = 76,000); also: potency is read from the fitted curve at half-maximal effect; nearly all actives have a fitted effect of over 65% in size
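Luminescence read by CCD imager after adding enzyme (10nM final) to wells holding compound, titrated in qHTS. Substrates 10uM each D-luciferin and ATP; buffer 50mM Tris acetate pH 7.5, 10mM Mg acetate, Tween-20, BSA.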
SNCA viab count: counter-screen for SNCA expression inhibitors: cell viability; AID 1671193; Potency, µM (series often up to 57.1 µM), for inactives: at the top dose activity change, negative = cytotoxicity, usual class: cytotoxic; HEK-293-SNCA-luc viability, GF-AFC fluorescence, 24 h; actives 0.12% (n = 150,000);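 also: potency is read from the fitted curve at half-maximal effect; 0% = DMSO-treated cells and -100% = medium-only wells without cells; nearly all actives have a fitted effect of over 30% in size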
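Cytotoxicity counterscreen: after 24 h compound treatment of genome-edited SNCA-luciferase HEK-293 cells, live-cell protease substrate GF-AFC read by fluorescence after 30 min; activity scaled between DMSO (0%) and medium-only (-100%), curves Hill-fitted.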
3T3 cytotox: cytotoxic compounds in NIH 3T3 cells. NIH 3T3 viability, CellTiter-Glo ATP luminescence, 48-72 h. Potency, µM (series often up to 96.7 µM), for inactives: at the highest dose activity change, negative = cytotoxicity, most hits filed as inhibitors. actives 4.3% (n = 94,000). AID 1345082; also: potency is read from the fitted curve at half-maximal effect; nearly all actives have a fitted effect of over 55% in size
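Luminescent ATP readout (CellTiter-Glo, 10 min RT) after 48 or 72 hr compound exposure of NIH 3T3 cells seeded at 400 cells/well in 1536-well format; quantitative HTS.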
IP6K1 inhibitor: IP6K1 kinase inhibition | Q92551 | actives 0.81% (n = 140,000) | IP6K1 kinase, ADP-Glo luminescence, 2 h; stronger effect = lower value | activity change, % (series mostly up to about 58 µM); in the data active = activity change below about -25%
Target sequence (Q92551 whole entry, looked up): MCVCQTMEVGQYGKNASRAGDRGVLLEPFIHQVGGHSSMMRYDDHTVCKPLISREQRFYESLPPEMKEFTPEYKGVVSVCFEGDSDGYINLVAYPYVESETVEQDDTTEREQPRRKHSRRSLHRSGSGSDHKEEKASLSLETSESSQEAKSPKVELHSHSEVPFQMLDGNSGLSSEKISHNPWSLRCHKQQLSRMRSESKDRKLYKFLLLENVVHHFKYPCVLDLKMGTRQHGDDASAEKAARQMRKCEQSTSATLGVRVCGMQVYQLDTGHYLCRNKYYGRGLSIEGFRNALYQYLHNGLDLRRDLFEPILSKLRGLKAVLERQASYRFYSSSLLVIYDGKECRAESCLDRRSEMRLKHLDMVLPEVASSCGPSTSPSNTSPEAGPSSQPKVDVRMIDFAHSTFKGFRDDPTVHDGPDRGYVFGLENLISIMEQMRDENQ
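ADP-Glo luminescence measures ADP made by human IP6K1 during a 2 h RT reaction with ATP/IP6 (mix at 1.3 mM/130 uM); top library doses 57.5 and 19.1 uM final.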
Active calls of the source: *; i = inactive; ? = inconclusive; / = no result given; [ ] = remark or other dose. Unless noted, calls follow the shape of the dose curve; as a rule, active = well fitted curve in the direction sought with a large enough effect; inconclusive = small, poorly fitted or top-dose-only effect, or another doubt; inactive = no such curve, though single readings can be large; an effect the other way counts as inactive or inconclusive. Unless noted, % is scaled to controls: 0 for no effect and ±100 for the full control effect.

SMILES	HEK cytotox	GPT2 inhibitor	SNCA expr inh	Luciferase inh	SNCA viab count	3T3 cytotox	IP6K1 inhibitor
N[C@@H](CC(=O)N1CCn2c(nnc2C(F)(F)F)C1)Cc1cc(F)c(F)cc1F	/	-2%	-24%	/	4%	/	/
CC(C)N1C[C@H](O)C[C@H]1c1nnc2n1CCN(C(=O)c1ccc3ncccc3c1)CC2	i	i	6%	-6%	5%	0%	-1
Cc1noc(C)c1S(=O)(=O)N(CC(=O)NCc1ccccc1Cl)c1ccc(C(C)C)cc1	/	/	-9%	/	3%	/	-13
COc1ccc2[nH]c3c(c2c1)CCNC31CCN(C(=O)C2CC=CC2)CC1	45µM*	-10%	8%	5%	-7%[12.5 µM]	-20%	-3
Fc1ccc(-c2noc3ncnc(NCCCN4CCN(c5ccccc5)CC4)c23)cc1	/	/	-15%	/	?	/	7
COc1cccc(C(=O)N2CCCN(c3ccc4nnc(C5CC5)n4n3)CC2)c1	-10%	/	/	/	/	-30%	20
CC(C)CC(=O)NCC(c1ccc2c(c1)OCO2)N1CCN(c2ccccc2)CC1 (centres undefined)	/	/	-19%	/	-12%	/	8
COc1cc(NC(=O)CN2C(=O)C(c3ccc(C)cc3)=NC23CCCCC3)cc(OC)c1	/	/	?	/	?	/	-2
CC(C)CC(=O)Nc1ccc(S(=O)(=O)Nc2cc3c(cc2N2CCOCC2)n(C)c(=O)c(=O)n3C)cc1	/	/	5%	/	0%	/	-23
Cc1ccc2c(c1)N(S(=O)(=O)c1cc(-c3onc(C)c3C)ccc1C)CCO2	/	/	?	/	-12%	/	1
CC(C)c1noc(-c2cn(C3CCN(C(=O)c4cccc(C(F)(F)F)c4)C3)nn2)n1 (centres undefined)	?	i	-26%	14%	-8%	?	7
Cc1cccc(NC(=O)c2cc(CN3CCOCC3)on2)c1C	/	/	14%	/	-9%	/	1
CCCOc1ccccc1CCNC(=O)CC1C(=O)N(C)C(=O)N1C (centres undefined)	-2%	-1%	-6%	-2%	5%	-17%	11
COC(=O)N1CCC(c2nn(-c3ccc(Cl)cc3)c(=O)[nH]2)CC1	-1%[172 µM]	i	-15%[87.6 µM]	-10%[172 µM]	-12%[87.6 µM]	-12%[138 µM]	4
Cc1ccc2nc(NC(=O)CSc3cc(C)[nH]c(=O)n3)sc2c1	/	/	68%[activator]	/	-3%	/	19
COc1ccc(Cn2c(=O)c(C(=O)N3CCN(C(=O)NC4CCCC4)CC3)nc3cccnc32)cc1	-13%	-8%	3%	/	-3%	-15%	-3
C(=C\c1ccccc1)/CN1CCN(c2ncncn2)CC1	?	-8%	17%	7%	-10%	?	-5
COc1cccc(-c2c(C(=O)Nc3ccc(C)cc3)nc3sccn23)c1	?	2%	-12%	/	-11%	-23%	-17
O=[S+]([O-])(Nc1nncs1)c1ccc2c(c1)OCCN(Cc1nccs1)C2	?	i	8%[87.6 µM]	7%[172 µM]	1%[87.6 µM]	-13%[138 µM]	-5
Cc1ccc(CNC(=O)c2cc3c(N(C)Cc4ccccc4)nc(C)cn3n2)cc1	?	i	3%	-7%	4%	?	4
CN(C)C[C@@H]1CN(C)C[C@H]1NC(=O)c1cc(F)ccc1F	1%	5%	-16%	4%	1%	-2%	9
CCCCS(=O)(=O)N1CCc2nc(N3CCc4ccccc4C3)[nH]c(=O)c2CC1	-9%	i	-11%	14%	-12%	i	-5
CCN(Cc1cnn(CC)c1)C(=O)c1ccc(N2CC3CC(C2)[C@H]2CCCC(=O)N2C3)nc1 (some centres undefined)	-9%	i	-27%	7%	2%	-8%	10
CCN1CCCC12Cc1ccccc1CN(C(C)=O)C2 (centres undefined)	-10%[172 µM]	i	?	/	-13%[87.6 µM]	-4%[138 µM]	-9

An excerpt from above in order of formula weight, smallest number first.
SMILES	HEK cytotox	GPT2 inhibitor	SNCA expr inh	Luciferase inh	SNCA viab count	3T3 cytotox	IP6K1 inhibitor
C(=C\c1ccccc1)/CN1CCN(c2ncncn2)CC1	?	-8%	17%	7%	-10%	?	-5
CN(C)C[C@@H]1CN(C)C[C@H]1NC(=O)c1cc(F)ccc1F	1%	5%	-16%	4%	1%	-2%	9
Cc1cccc(NC(=O)c2cc(CN3CCOCC3)on2)c1C	/	/	14%	/	-9%	/	1
COC(=O)N1CCC(c2nn(-c3ccc(Cl)cc3)c(=O)[nH]2)CC1	-1%[172 µM]	i	-15%[87.6 µM]	-10%[172 µM]	-12%[87.6 µM]	-12%[138 µM]	4
Cc1ccc2nc(NC(=O)CSc3cc(C)[nH]c(=O)n3)sc2c1	/	/	68%[activator]	/	-3%	/	19
CCCOc1ccccc1CCNC(=O)CC1C(=O)N(C)C(=O)N1C (centres undefined)	-2%	-1%	-6%	-2%	5%	-17%	11
COc1cccc(-c2c(C(=O)Nc3ccc(C)cc3)nc3sccn23)c1	?	2%	-12%	/	-11%	-23%	-17
Cc1ccc2c(c1)N(S(=O)(=O)c1cc(-c3onc(C)c3C)ccc1C)CCO2	/	/	?	/	-12%	/	1
Cc1ccc(CNC(=O)c2cc3c(N(C)Cc4ccccc4)nc(C)cn3n2)cc1	?	i	3%	-7%	4%	?	4
CC(C)CC(=O)NCC(c1ccc2c(c1)OCO2)N1CCN(c2ccccc2)CC1 (centres undefined)	/	/	-19%	/	-12%	/	8
CCCCS(=O)(=O)N1CCc2nc(N3CCc4ccccc4C3)[nH]c(=O)c2CC1	-9%	i	-11%	14%	-12%	i	-5
CC(C)c1noc(-c2cn(C3CCN(C(=O)c4cccc(C(F)(F)F)c4)C3)nn2)n1 (centres undefined)	?	i	-26%	14%	-8%	?	7
COc1cc(NC(=O)CN2C(=O)C(c3ccc(C)cc3)=NC23CCCCC3)cc(OC)c1	/	/	?	/	?	/	-2
CCN(Cc1cnn(CC)c1)C(=O)c1ccc(N2CC3CC(C2)[C@H]2CCCC(=O)N2C3)nc1 (some centres undefined)	-9%	i	-27%	7%	2%	-8%	10
COc1ccc(Cn2c(=O)c(C(=O)N3CCN(C(=O)NC4CCCC4)CC3)nc3cccnc32)cc1	-13%	-8%	3%	/	-3%	-15%	-3
CC(C)CC(=O)Nc1ccc(S(=O)(=O)Nc2cc3c(cc2N2CCOCC2)n(C)c(=O)c(=O)n3C)cc1	/	/	5%	/	0%	/	-23

Continued.
SMILES	HEK cytotox	GPT2 inhibitor	SNCA expr inh	Luciferase inh	SNCA viab count	3T3 cytotox	IP6K1 inhibitor
COc1ccc(CCC(=O)N2CCCCCCNC(=O)[C@@H]3C[C@@H](c4nc(C(C)C)no4)C[C@@H]32)cc1	-8%	i	-5%	-4%	3%	-29%	3
Cc1cc2nc3n(c(=O)c2n1CC(=O)NC1CCc2ccccc21)CCCCC3 (centres undefined)	?	i	?	-4%	-5%	?	-9
O=C(NCCS(=O)(=O)N1CCN(c2ccccc2F)CC1)c1cc(=O)c2ccccc2o1	/	/	32%[activator]	/	3%	/	8
Cc1cn2nnc(C(=O)NCc3ccc(OC(C)C)cc3)c2c(=O)[nH]1	?	1%	-27%	-8%	12%	-24%	-7
O=C1CCN(S(=O)(=O)c2ccc3c(c2)CCC3)CCCC(c2nc(-c3cnccn3)no2)CCN1 (centres undefined)	-26%	i	11%	-16%	-7%	-40%	6
CC(C)CNC(=O)C(NC(=O)c1ccccc1Cl)C1CCN(C(=O)c2ccc(Cl)cc2)CC1 (centres undefined)	-17%	i	3%	-2%	-15%	-23%	-2
O=C(CCn1cncn1)N1CCC(c2nccn2Cc2cccnc2)CC1	-16%	i[11.5 µM]	28%	-10%	14%	-7%	-38*
Cc1ccc(C2Cn3cnc(C(=O)N4CCC(C(=O)NCCC(C)C)CC4)c3CO2)cc1 (centres undefined)	10%	5%	49%[activator]	?	-3%	i	1
CS(=O)(=O)N1CCCC2(Cc3ccccc3CN2S(=O)(=O)c2ccccc2)C1 (centres undefined)	-17%	1%	-2%	/	-17%	-9%	21
CN(C)c1cccc(Oc2nnnn2[C@H]2CO[C@H]3[C@@H]2OC[C@@H]3NC(=O)CC2(CC(=O)O)CCCC2)c1	-7%	3%	-5%	-1%	2%	-3%	1
COc1ccc(N2CCN(C(=O)CN3CCSc4ccccc43)CC2)cc1	/	/	-16%	/	7%	/	4
O=C(Nc1ccc2nc3n(c(=O)c2c1)CCCCC3)c1cccc(C(F)(F)F)c1	/	/	-21%	/	?	/	-25*

Two entries from above in a different format:
Values run as follows: HEK cytotox, GPT2 inhibitor, SNCA expr inh, Luciferase inh, SNCA viab count, 3T3 cytotox, IP6K1 inhibitor
CCCOc1ccccc1CCNC(=O)CC1C(=O)N(C)C(=O)N1C (centres undefined)
  -2%, -1%, -6%, -2%, 5%, -17%, 11
COC(=O)N1CCC(c2nn(-c3ccc(Cl)cc3)c(=O)[nH]2)CC1
  -1%[172 µM], i, -15%[87.6 µM], -10%[172 µM], -12%[87.6 µM], -12%[138 µM], 4

Continued.
SMILES	HEK cytotox	GPT2 inhibitor	SNCA expr inh	Luciferase inh	SNCA viab count	3T3 cytotox	IP6K1 inhibitor
Cn1cc(CC(=O)N2CCCCC(N)C2)c2ccccc21 (centres undefined)	5%	i	-6%	-7%	0%	4%	-14
COc1ccc(C(=O)NC2CCN(c3cc(-c4ccc(F)cc4)[nH]n3)C2)cc1 (centres undefined)	?	?	26%	2%	-21%	?	0
COc1cccc(-c2c(C(=O)NCc3ccc(F)cc3)nc3sccn23)c1	?	i	5%	/	?	?	-8
Cc1ccsc1C(=O)N1CCC(c2nn(C)c3c2COCC3)CC1	5%	2%	?	3%	-3%	1%	-4
CC(=O)N1CCC2(CC1)CC(Cc1ccccc1)CCO2 (centres undefined)	-11%	i	-3%	-1%	0%	-4%	7
CC[C@H]1CN(Cc2ccncc2)CC[C@H]1CC(=O)N1CCC(C(=O)OC)CC1	-13%[172 µM]	1%[88.5 µM]	2%[87.6 µM]	2%[172 µM]	-18%[87.6 µM]	-17%[174 µM]	-11
O=C(CSc1nc2nccnc2c(=O)n1CCc1c[nH]c2ccccc12)Nc1ccccc1	/	/	1%	/	-4%	/	-3
O=C(c1cc2ccccc2[nH]1)N1CCN2CCS(=O)(=O)N(C3CC3)C(=O)C2C1 (centres undefined)	?	i	4%	/	3%	-24%	4
O=C(NCC1CC1)c1ccc2oc(-c3cccnc3)nc2c1	-12%[172 µM]	?	74%[activator][87.6 µM]	/	4%[87.6 µM]	-22%[138 µM]	-8
NC(=O)NCC(=O)N1CCC2(CCC(=O)N(Cc3ccccn3)C2)CC1	-3%	1%	-18%	-6%	-4%	-1%	0
CC(=O)c1ccc(N2CCN(c3ccc4cc(S(=O)(=O)N5CCCCC5)ccc4n3)CC2)cc1	/	/	19%	/	?	/	16
O=C(CCC[C@@H]1[C@H]2CCCN3CCC[C@@H](CN1C(=O)c1cc(F)ccc1F)[C@@H]23)NCC1CC1	-11%	i	-7%	-9%	2%	-6%	-3
CCOCCOC1CCN(C(=O)Cc2cccnc2)CC1	-4%	i	5%	-19%	-8%[12.5 µM]	-17%	12
CCn1cc2nc(SCc3cccc(C)c3)n(CCc3ccccc3)c(=O)c2n1	/	/	?	/	-20%	/	1
